pPAFAH FP inh: pPAFAH enzyme inhibitors, primary screen, biochemical, fluorescence polarization, human; 330,000 compounds, 1.5% hits; recombinant pPAFAH, FP-rhodamine probe fluorescence polarization; Platelet-activating factor acetylhydrolase (Homo sapiens), Q13093; inhibition, % at 3.39 µM; AID 463082, 2010;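 active means inhibition above the mean inhibition across the screen plus 3 SD, cut at about 25% in these data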;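 further: inhibitors block binding of the rhodamine activity-based probe so polarization drops; 0% = enzyme with DMSO and 100% = wells lacking pPAFAH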
Target sequence (Q13093 whole entry, looked up): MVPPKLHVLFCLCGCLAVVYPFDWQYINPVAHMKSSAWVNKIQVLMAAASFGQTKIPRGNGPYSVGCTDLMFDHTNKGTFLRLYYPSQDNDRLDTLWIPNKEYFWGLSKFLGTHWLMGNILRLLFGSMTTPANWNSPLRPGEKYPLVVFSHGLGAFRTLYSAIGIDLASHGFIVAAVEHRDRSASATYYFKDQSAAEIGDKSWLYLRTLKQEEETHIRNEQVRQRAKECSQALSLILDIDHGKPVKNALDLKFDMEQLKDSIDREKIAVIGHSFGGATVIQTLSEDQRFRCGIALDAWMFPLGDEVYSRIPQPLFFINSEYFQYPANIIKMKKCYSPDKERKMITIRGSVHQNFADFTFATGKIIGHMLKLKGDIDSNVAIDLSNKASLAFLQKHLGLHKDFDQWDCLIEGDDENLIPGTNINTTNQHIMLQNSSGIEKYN
PAFAH1B3 FP inh: PAFAH1B3 enzyme inhibitors, primary screen, biochemical, fluorescence polarization, human | recombinant PAFAH1B3, FP-rhodamine probe | inhibition, % at 3.39 µM | 340,000 compounds, 0.28% hits;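 active means inhibition above the screen-wide average of all tested compounds plus 3 SD, cut at about 25% in these data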;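 further: 0% = enzyme with DMSO only and 100% = wells lacking PAFAH1B3 protein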
LYPLA2 counter: LYPLA2 inhibitors, primary screen, counter-screen for PME1 inhibitor project, biochemical, fluorescence polarization, FP-Rh probe ABPP. Acyl-protein thioesterase 2 (Homo sapiens), O95372. recombinant LYPLA2. inhibition, % at 5.9 µM. 320,000 compounds, 0.38% hits;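 active means inhibition above the screen-wide mean plus 3 SD, limit set per campaign, cut at about 26% in these data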;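 further: 0% = LYPLA2 with DMSO and 100% = wells lacking LYPLA2 enzyme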
Target sequence (O95372 whole entry, looked up): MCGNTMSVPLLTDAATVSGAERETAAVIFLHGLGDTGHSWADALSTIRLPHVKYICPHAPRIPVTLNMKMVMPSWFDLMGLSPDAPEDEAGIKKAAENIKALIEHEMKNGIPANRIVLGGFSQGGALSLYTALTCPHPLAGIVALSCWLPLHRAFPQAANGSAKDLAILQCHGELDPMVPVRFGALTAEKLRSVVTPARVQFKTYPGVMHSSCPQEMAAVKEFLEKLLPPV
PAD4 FP inh: human PAD4 inhibitors, primary screen, biochemical, fluorescence polarization, 1536-well format. AID 485272, 2010. recombinant PAD4, RCA probe fluorescence polarization. Protein-arginine deiminase type-4 (Homo sapiens), Q9UM07. inhibition, % at 6.36 µM. 330,000 compounds, 0.41% hits;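 active means percent inhibition above a cutoff equal to the mean of all tested compounds plus 3 SD, cut at about 15% in these data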;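 further: 0% = PAD4 with RCA probe and DMSO and 100% = probe without PAD4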
LYPLA1 counter: LYPLA1 inhibitors, primary screen, counter-screen for PME1 inhibitor project, biochemical, fluorescence polarization, FP-Rh probe ABPP; recombinant LYPLA1; inhibition, % at 5.9 µM; 320,000 compounds, 0.16% hits; AID 2174, 2009;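 active means inhibition above the mean of all tested compounds plus 3 SD, set per campaign, cut at about 14% in these data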;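 further: inhibitors block serine hydrolase probe labeling of LYPLA1 so polarization falls; 0% = enzyme with DMSO and 100% = wells lacking LYPLA1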
PME-1 primary: PME-1 inhibitors via competitive probe labeling, primary screen, biochemical, fluorescence polarization, FP-Rh probe, HTS. 320,000 compounds, 0.53% hits. Protein phosphatase methylesterase 1 (Homo sapiens), Q9Y570. recombinant PME-1. AID 2130, 2009. inhibition, % at 5.9 µM;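 active means inhibition above the campaign mean of all compounds plus 3 SD, cut at about 26% in these data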;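 further: competitive labeling of PME-1 active site by serine hydrolase directed probe; 0% = PME-1 with DMSO and 100% = wells lacking PME-1 enzyme; inhibitors block probe labeling so polarization falls and inhibition rises; many of its hits are not listed in these tables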
PAFAH1B2 FP inh: PAFAH1B2 enzyme inhibitors, primary screen, biochemical, fluorescence polarization, human; Platelet-activating factor acetylhydrolase IB subunit alpha2 (Homo sapiens), P68402; recombinant PAFAH1B2, FP-rhodamine activity probe; inhibition, % at 3.39 µM; 340,000 compounds, 1.2% hits;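 active means inhibition above the mean of all tested compounds plus 3 SD, cut at about 24% in these data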;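 further: 0% = enzyme with DMSO and 100% = wells lacking PAFAH1B2; many of its hits are not listed in these tables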
GSTO1 counter: inhibitors of recombinant GSTO1, primary screen, counter-screen for RBBP9 inhibitor project, biochemical, fluorescence polarization. 300,000 compounds, 1.1% hits. activity-based probe fluorescence polarization. inhibition, % at 5.96 µM. Glutathione S-transferase omega-1 (Homo sapiens), P78417;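 active means inhibition above the campaign mean inhibition plus 3 SD, cut at about 35% in these data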;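 further: 0% = GSTO1-1 with DMSO and 100% = wells lacking GSTO1-1 enzyme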
Target sequence (P78417 whole entry, looked up): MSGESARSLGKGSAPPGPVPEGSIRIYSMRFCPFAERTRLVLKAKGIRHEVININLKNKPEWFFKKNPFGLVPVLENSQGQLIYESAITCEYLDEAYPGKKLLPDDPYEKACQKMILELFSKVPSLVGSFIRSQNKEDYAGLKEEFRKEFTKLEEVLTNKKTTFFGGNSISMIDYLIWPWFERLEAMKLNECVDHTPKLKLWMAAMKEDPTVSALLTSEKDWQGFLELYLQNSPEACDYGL
PAFAH2 FP inh: PAFAH2 enzyme inhibitors, primary screen, biochemical, fluorescence polarization, human; Platelet-activating factor acetylhydrolase 2, cytoplasmic (Homo sapiens), Q99487; recombinant PAFAH2, FP-rhodamine activity probe; inhibition, % at 3.39 µM; 340,000 compounds, 0.99% hits; AID 492956, 2010;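 active means inhibition above the mean over all tested compounds plus 3 SD, cut at about 30% in these data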;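 further: inhibitors block probe labeling of enzyme so polarization drops; 0% = enzyme with DMSO and 100% = wells lacking PAFAH2 protein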
* = called active by the depositor; · = no result given. These rows are one share of the data; the hit share may differ from the screen's.

SMILES	pPAFAH FP inh	PAFAH1B3 FP inh	LYPLA2 counter	PAD4 FP inh	LYPLA1 counter	PME-1 primary	PAFAH1B2 FP inh	GSTO1 counter	PAFAH2 FP inh
CCC1=C(C(=O)OC)C(c2cc(OC)ccc2OC)C(C#N)=C(N)O1 (stereo not given)	-1	5	3	-3	-2	1	-2	6	4
Cc1ccnc(NC(=O)C2CCCN(S(=O)(=O)c3cnc[nH]3)C2)c1 (stereo not given)	6	11	5	-3	0	6	3	5	0
Cn1cc(C(=O)NC2C3CC4CC(C3)CC2C4)cn1 (stereo not given)	-3	8	-6	0	-2	-9	7	8	0
CCOC(=O)c1sc(-c2ccccn2)nc1C	3	0	9	1	-1	-1	-1	-4	-2
COc1ccc(S(=O)(=O)N(CCc2ccccc2)CC(N)=O)cc1	7	1	4	-4	-1	4	11	4	0
Cc1ccc2c(c1)C(O)(CC(=O)c1ccc3c(c1)OCO3)C(=O)N2 (stereo not given)	4	1	3	2	-1	-4	-1	4	-4
CCOc1ccc(NC(=O)CCC(=O)NNC(=O)Nc2cccc(Cl)c2)cc1	4	5	-1	-2	3	1	-2	3	-3
CCCN(CC(=O)Nc1ccc(NC(C)=O)cc1)CC(=O)Nc1ccc(F)c(F)c1F	2	4	-1	1	-1	-6	-4	1	-8
Oc1nc(Nc2cccc(Cl)c2)sc1/C=C1\C=Nc2ccccc21	37*	15	-11	-4	-3	49*	10	-22	-4
COc1ccc(C(=O)/C=C(\C)NCc2ccc3c(c2)OCO3)cc1	9	0	3	-5	-2	6	7	7	1
Cc1c(NC2=NC3(CCCCC3)Cc3ccccc32)c(=O)n(C)n1-c1ccccc1	4	3	4	1	-1	-4	-3	2	-7
CCC(C)c1ccccc1OCCn1ccnc1 (stereo not given)	2	3	3	-5	6	0	-1	-1	-7
CCOC(=O)c1cnc2c(OC)cccc2c1N1CCN(c2ccccn2)CC1	0	3	-7	0	-2	-6	3	1	15
Cc1ccc(NC(=O)CCc2nnc3ccc(N4CCOCC4)nn23)cc1C	-3	11	-3	4	-2	-7	2	17	6
CCCCCCCCNC(=O)/C(C#N)=C/c1ccc2c(c1)OCCO2	-1	3	-5	-5	-2	-5	4	1	0
O=C(COC(=O)c1n[nH]c2ccccc12)Nc1ccc([N+](=O)[O-])cc1	-19	-39	-76	-10	-43	-70	-40	-22	-27
Cc1ccc(N=Nc2ccc(O)c(/C=N\NC(=O)c3ccc(N)cc3)c2)cc1C	9	8	4	2	-1	5	-1	3	-3
CSC1=C(C#N)C(c2ccc(C)cc2)C2=C(CCCC2=O)N1 (stereo not given)	6	6	6	-1	2	2	2	2	5
Clc1ccccc1Cn1nc(-c2ccccc2)nc1-c1ccccc1	7	4	1	5	-1	3	2	-3	-1
CCCCC(=O)Nc1nnc(SCC(=O)Nc2ccc(OC)cc2)s1	3	-2	0	0	-2	6	-2	-3	-8
COc1ccc(-n2c3c(cc(C(=O)NNc4ccccc4C)c2=O)C(=O)CC(C)(C)C3)cc1	5	2	1	-3	-3	0	5	6	-3
CCOc1cc(S(=O)(=O)N(CC)CC)c(OCC)cc1-n1cnnn1	-3	3	-3	-2	-1	16	0	9	0
Cc1cc(O)cc2c(=O)c3ccccc3sc12	10	13	-4	-5	0	0	-1	9	6
CCOc1ccc(NC(=O)CNC(=O)c2ccc([N+](=O)[O-])cc2)cc1	3	8	-1	-3	-1	6	1	6	6
CC(C)(C)c1ccc(OCCCNC2CCCC2)cc1	-4	5	-6	-3	2	0	4	6	-6

New compounds follow.
SMILES	pPAFAH FP inh	PAFAH1B3 FP inh	LYPLA2 counter	PAD4 FP inh	LYPLA1 counter	PME-1 primary	PAFAH1B2 FP inh	GSTO1 counter	PAFAH2 FP inh
Cc1cc(C)c2c(N)c(C(=O)Nc3cccc(C)c3C)sc2n1	18	6	-2	-2	2	7	0	2	10
CCn1c(=NC(=O)COc2ccccc2)sc2cccc(F)c21	2	8	-3	0	2	-2	0	-2	4
CCCCC1CN2CCc3c([nH]c4ccccc34)C2(C)C1 (stereo not given)	-1	8	-14	-8	-3	-4	1	-3	-4
Cc1ccc(C)c(NC(=O)CNS(=O)(=O)c2ccccc2)c1	-6	0	2	-3	0	-1	5	-4	-2
O=C(NCCN1CCN(c2ccccc2)CC1)c1ccc2c(c1)[nH]c(=S)n1c3ccccc3nc21	-1	0	-8	1	-1	-1	-3	0	2
CCOC(=O)C1=NOC(Cn2cc(C(C)=O)c(=O)[nH]c2=O)C1 (stereo not given)	5	7	1	2	2	-1	4	0	-1
O=C(Nc1ccnn1C1CCN(C(=O)c2cccc(Cl)c2)CC1)C1CC1	-2	17	-9	-3	-2	-6	0	-11	-6
CCOC(=O)C1CCCCN1Cc1cccc(F)c1 (stereo not given)	0	6	-1	-6	-2	-3	-1	4	-2
C=Cn1c(N2CCOCC2)nc2c1c(=O)[nH]c(=O)n2C	3	9	0	0	-4	1	-2	6	2
Cc1ccc(-c2cn(-c3ccc(OC(F)F)cc3)c3[n+]2CCCCC3)cc1	8	8	1	3	0	0	2	0	8
CC(/C=N/Nc1nnc2c(n1)[nH]c1ccccc12)=C\c1ccco1	12	0	1	1	-1	-3	4	2	-6
CCOCCCNC(=O)Cn1cc2c(n1)CCCC2	-2	1	-6	-1	-2	-3	4	7	-1
CN(C)S(=O)(=O)n1cc(/C=C(\NC(=O)c2ccccc2F)C(=O)N2CCCC2)c2ccccc21	-1	5	13	4	11	-2	5	3	9
COCC(=O)Oc1c(S(=O)(=O)c2ccc(C)cc2)c(C)nn1-c1ccccc1	4	1	-2	4	-1	-4	1	-4	-5
Cc1ccc(NC(=O)C2CC=CCC2C(=O)N2CCCCC2)cc1 (stereo not given)	-2	2	-11	2	-1	-3	5	-2	10
COc1cc(C(=O)NCC(=O)N/N=C/c2cccnc2)cc(OC)c1OC	1	4	-3	-3	0	-7	2	8	-7
O=[N+]([O-])c1cccnc1Oc1ccc(C2SCCS2)cc1	2	-1	12	0	3	9	-5	10	-7
CC(C)Cc1ccc(CN2CCCC(NC(=O)c3cccc(-n4cnnc4)c3)C2)cc1 (stereo not given)	8	11	-9	-3	-5	-2	4	2	-1
C=CCSc1nc2sc3c(c2c(=O)n1CC)CCc1ccccc1-3	-1	9	-9	-6	-6	-1	-2	10	6
CC1Sc2ccc(S(=O)(=O)N3CCC(C(=O)NCCc4ccccc4)CC3)cc2NC1=O (stereo not given)	7	5	4	-5	-3	3	3	-12	4
Cn1c(SCc2ccccc2Cl)nnc1-c1cnccn1	2	7	8	2	1	5	0	-2	2
COc1ccc(NC(=O)NC2(C(=O)N3CCOCC3)CCCCC2)cc1	-3	8	-4	4	2	-14	5	3	6
C=CCSc1ncccc1C(=O)O	7	4	1	-9	4	-4	4	5	-7
CCOC(=O)c1c(NC(=O)Nc2cccc(Cl)c2)sc(C)c1C	1	7	0	-2	-5	-3	2	3	0
COc1ccc(NC(=O)N[C@@H](Cc2ccccc2)C(=O)NN)cc1	2	-1	-3	7	-2	1	3	18	3

Next part
SMILES	pPAFAH FP inh	PAFAH1B3 FP inh	LYPLA2 counter	PAD4 FP inh	LYPLA1 counter	PME-1 primary	PAFAH1B2 FP inh	GSTO1 counter	PAFAH2 FP inh
COc1ccccc1N1CCN(C(=O)C(Sc2ccccc2)c2ccccc2)CC1 (stereo not given)	5	6	2	-1	-3	-1	4	-4	9
O=C(C1=C(O)C(=O)N(CCN2CCOCC2)C1c1ccncc1)c1ccco1 (stereo not given)	8	3	-2	-4	0	6	4	-13	-8
C/C(=N\NC(=O)c1c(Br)c(C)nn1C)c1ccc(NC(=O)C(C)Oc2ccc(Cl)cc2C)cc1 (stereo not given)	1	-3	-5	-1	-3	-6	-4	0	-7
CCCCC(=O)Nc1ccc(C(=O)NCCc2ccccc2)cc1	5	0	-1	-1	-3	-5	2	-8	2
O=C(CCCN1C(=O)/C(=C/c2ccco2)SC1=S)Nc1ccccc1	26*	6	-6	-13	-9	-4	0	-2	-2
O=C(CN1C(=O)c2ccccc2C1=O)Nc1ccc(N2CCOCC2)cc1	8	5	5	-10	-1	2	1	-3	-1
CCN(CC)S(=O)(=O)c1cccc(N=Nc2sc(N)nc2C)c1	26*	4	5	-3	2	9	-2	10	13
C=CCSc1nc(N)c(C#N)c(-c2ccc(C)cc2)c1C#N	0	1	7	-1	3	0	-2	-7	-9
COc1ccc(S(=O)(=O)N2CCN(Cc3cc(OC)c(OC)cc3OC)CC2)cc1	2	11	-2	1	-3	-2	7	2	2
C=CCNC(=O)c1ccc(S(=O)(=O)CC)c(Cl)c1Cl	1	0	-4	-2	-4	-3	1	13	-3
O=C(Cn1cnc2c(oc3nc4c(cc32)CCCC4)c1=O)Nc1cccc(Cl)c1	6	-1	-4	-4	-12	-13	2	-8	-3
Cc1cccc(Sc2c(C=O)c3ccccc3n2C)c1	2	1	-6	-1	-5	7	-3	2	0
CSc1nc(C)cc(C)c1S(=O)(=O)c1ccccc1C	0	0	1	-4	0	6	4	-1	-1
COC(=O)/C=C1\N/C(=N\c2nc(C)cc(C)n2)N(c2ccccc2)C1=O	2	·	11	0	4	-2	·	8	·
CC1CCCCC12NC(=O)N(CC(=O)Nc1ccc(S(=O)(=O)Nc3ncccn3)cc1)C2=O (stereo not given)	2	3	-5	3	-3	-6	-4	·	2
Cc1cccc(N(Cc2ccccc2)C(=O)C2CCN(C(=O)c3ccccc3C)CC2)c1	3	2	-1	-2	0	5	0	·	0
O=C(c1ccc2c(c1)OCO2)N1CCC2(CC1)Oc1ccc(F)cc1C(=O)C21CC(c2ccccc2)=NO1 (stereo not given)	-3	0	1	-7	-6	-8	1	-6	-2
COC(=O)c1cc(Br)ccc1NC(=O)Nc1ccccc1	-1	5	0	-3	0	-1	4	0	-2
O=C(O)c1cc(CN2CCOCC2)oc1-c1ccccc1	0	-2	6	3	1	4	2	3	-3
O=C(Nc1nnc(C2CC2)o1)c1ccc(S(=O)(=O)N2CCCc3ccccc32)cc1	7	2	-2	-6	-1	3	12	-24	-3
COc1ccc(-n2cc(CNC3CCN(C)CC3)c(-c3cccc(F)c3)n2)cc1	2	8	2	2	2	-5	0	0	3
CCOC(=O)[C@@H]1[C@H]2COc3ccccc3[C@H]2N2C(=O)N(c3cccc(Cl)c3)C(=O)[C@]12C	-3	0	·	2	·	·	5	·	3
CCC(c1nnnn1CCc1ccccc1)N(Cc1ccco1)Cc1cc2cccc(C)c2[nH]c1=O (stereo not given)	2	11	-3	2	-2	-4	1	-7	-4
CCOC(=O)C1(Cc2ccccc2C(F)(F)F)CCN(C(C)CSC)CC1 (stereo not given)	2	3	9	-4	1	4	2	5	-3
CN(C)S(=O)(=O)N1CCC(Oc2cccc(C(=O)N3CCCCCCC3)c2)CC1	-4	3	-1	-8	-2	5	2	-3	-2
CCOC(=O)COc1ccccc1/C=C1\NC(=O)NC1=O	-1	3	8	0	2	0	8	0	15
